Screening results deposited in PubChem by several laboratories.
LYP inh 2 = PTPN22 phosphatase inhibitors, primary screen, biochemical, DiFMUP fluorescence, 2 µM; AID 640, 2007; actives 0.21% (n = 96,000); inhibition, % at 2 µM; recombinant LYP catalytic domain;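 active = inhibition at 2 µM at or above a set limit, the screen mean plus 3 SD, cut at about 24% in these data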;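 also: 0% = DMSO with enzyme and 100% = enzyme fully blocked by orthovanadate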
CYP2C9 activ = human CYP2C9 activators, primary screen, biochemical, luminescence. actives 1.4% (n = 96,000). activation factor at 5 µM. recombinant CYP2C9, luciferin-H conversion; stronger effect = higher value; factor 1 = untreated enzyme, 0 = blocked. Cytochrome P450 2C9 (Homo sapiens), P11712;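 active = activation factor of 2 or more for CYP2C9 at a 5 µM dose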;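 also: 0 = sulfaphenazole-blocked wells and 1 = vehicle-only wells; values of inactives mirror those of a sister screen read the other way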
EphB4 ephrin blk = EphB4-ephrin-B2 interaction antagonists, primary screen, biochemical, TNYL-RAW peptide probe, fluorescence polarization; Ephrin type-B receptor 4 (Homo sapiens), P54760; EphB4 LBD / TNYL-RAW-Alexa532 peptide; inhibition, % at 7 µM; actives 0.15% (n = 97,000);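 active = inhibition above the screen-wide mean inhibition plus 3 SD, cut at about 15% in these data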;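 also: 0% = DMSO wells and 100% = excess unlabeled TNYL-RAW peptide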
Target sequence (P54760 whole entry, looked up, the tested form may be a part): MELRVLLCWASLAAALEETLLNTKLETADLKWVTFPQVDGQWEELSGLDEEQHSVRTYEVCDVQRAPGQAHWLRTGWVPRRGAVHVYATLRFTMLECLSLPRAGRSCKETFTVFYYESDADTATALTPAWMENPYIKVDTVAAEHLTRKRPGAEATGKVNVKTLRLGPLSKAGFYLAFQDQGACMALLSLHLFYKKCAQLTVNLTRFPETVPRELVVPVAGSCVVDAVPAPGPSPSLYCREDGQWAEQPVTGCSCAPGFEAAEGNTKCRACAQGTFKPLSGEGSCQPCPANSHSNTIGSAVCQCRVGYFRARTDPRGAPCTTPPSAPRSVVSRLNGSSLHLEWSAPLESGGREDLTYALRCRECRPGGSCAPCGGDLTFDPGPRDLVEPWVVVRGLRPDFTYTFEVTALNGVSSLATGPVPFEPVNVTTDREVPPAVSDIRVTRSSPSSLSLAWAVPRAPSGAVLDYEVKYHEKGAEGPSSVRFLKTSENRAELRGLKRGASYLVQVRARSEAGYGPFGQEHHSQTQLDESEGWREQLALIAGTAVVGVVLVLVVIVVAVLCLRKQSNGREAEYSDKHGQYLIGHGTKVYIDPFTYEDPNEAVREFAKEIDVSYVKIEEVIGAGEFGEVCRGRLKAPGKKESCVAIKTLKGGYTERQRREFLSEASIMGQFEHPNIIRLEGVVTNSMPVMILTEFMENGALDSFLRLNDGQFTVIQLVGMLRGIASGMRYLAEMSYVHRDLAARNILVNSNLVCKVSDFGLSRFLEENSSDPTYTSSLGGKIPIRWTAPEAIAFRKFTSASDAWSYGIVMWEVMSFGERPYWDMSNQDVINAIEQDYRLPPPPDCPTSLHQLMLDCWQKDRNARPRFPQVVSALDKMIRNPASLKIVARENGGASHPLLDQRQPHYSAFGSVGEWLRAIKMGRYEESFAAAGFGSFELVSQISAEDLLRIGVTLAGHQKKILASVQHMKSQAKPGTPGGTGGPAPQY
Plk1 PBD FP = Plk1 polo box domain binding inhibitors, primary screen, biochemical, fluorescence polarization; inhibition, %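 (tested at about 20 µM)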; Plk1 PBD phosphopeptide binding; Serine/threonine-protein kinase PLK1 (Homo sapiens), P53350; actives 0.13% (n = 97,000); in the data active = inhibition above about 34%, passing the limit was not always enough
HIV Rev-RRE inh = HIV-1 Rev-RRE binding inhibitors, primary screen, biochemical, FRET, protein-RNA interaction | AID 704, 2007 | P05866 | actives 0.79% (n = 97,000) | inhibition, % at 8 µM | Rev peptide-RRE RNA binding;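 active = inhibition above the screen-wide mean plus 3 SD, cut at about 35% in these data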;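 also: 0% = median DMSO wells and 100% = median Neomycin B control wells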
Target sequence (P05866 whole entry, looked up): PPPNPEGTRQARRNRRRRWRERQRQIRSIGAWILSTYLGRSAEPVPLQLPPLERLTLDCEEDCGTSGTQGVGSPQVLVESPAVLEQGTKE
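Test system: Cy5-tagged RRE RNA duplex with fluorescein-tagged Rev peptide; Probe or stimulus: labelled Rev peptide; Schedule: 5 min preincubation and 15 min binding, 25 °C; Signal: FRET fluorescence readout; Evaluation: % inhibition from 671/540 nm acceptor-to-donor ratio, scaled between controls; Control set: DMSO and neomycin B.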
PLK1 inh = human PLK1 kinase inhibitors, primary screen, biochemical, TR-FRET; Serine/threonine-protein kinase PLK1 (Homo sapiens), P53350; recombinant PLK1 kinase, TR-FRET peptide phosphorylation; inhibition, % at 10 µM; actives 0.53% (n = 97,000);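 active = inhibition of 50% or more in the single-concentration screen; inactive = inhibition below 50%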;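 also: 0% = DMSO max control and 100% = H-89 dihydrochloride min control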
LYP act = LYP phosphatase activators, primary screen, biochemical, DiFMUP fluorescence, 2 µM; activation, % at 2 µM; actives 0.11% (n = 96,000); recombinant LYP; 0 = plate median, 100 = signal doubled; AID 697, 2007;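 active = activation at 2 µM above a set limit, the mean plus 5 SD, cut at about 37% in these data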
CYP2C9 inhib = blockers of cytochrome P450 2C9 activity – biochemical, luminescence, ADME assay, primary screen | AID 777, 2007 | P11712 | CYP2C9 Supersomes, luciferin-H conversion | actives 20% (n = 96,000) | inhibition, % at 5 µM;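 active = blocking of liver enzyme CYP2C9 beyond about 50% at 5 µM, limit read from the data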; also: values of inactives mirror those of a sister screen read the other way
Calb biofilm kill = clotrimazole potentiators killing Candida biofilms, primary screen, with clotrimazole, Alamar Blue; actives 0.14% (n = 85,000); C. albicans biofilm + clotrimazole; inhibition, % at 6 µM;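 active = inhibition above 20%; inactive = inhibition below 20%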;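 also: preformed 24 hr biofilms exposed to compound for 48 hr; 0% = biofilm without compound and 100% = blank killed by clotrimazole plus chlorhexidine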
The depositor's hits bear a star; · = not tested or not shown.

SMILES | LYP inh 2 | CYP2C9 activ | EphB4 ephrin blk | Plk1 PBD FP | HIV Rev-RRE inh | PLK1 inh | LYP act | CYP2C9 inhib | Calb biofilm kill
CC(C)OCC(O)CS(=O)Cc1ccccc1 (stereo not drawn) | -10 | 1.1 | 2 | 9 | 4 | 2 | 14 | -12 | 6
COc1ccc(-c2cc3nc(C4CCN(C(=O)OC(C)(C)C)CC4)c(C(=O)O)cn3n2)cc1 | -12 | 0.2 | 2 | 5 | 0 | -11 | 10 | 75* | ·
COc1ccc(-c2[nH]nc3c2C(c2ccoc2)C(C#N)=C(N)O3)cc1 (stereo not drawn) | -10 | · | -7 | -7 | 4 | 2 | 10 | · | 3
COC(=O)CCn1nnc(-c2ccc(C)cc2)n1 | -3 | 1 | 1 | 18 | 6 | -6 | 1 | 2 | 7
COc1ccc(CCN2C(=O)C3C4CC(C5C(C(=O)O)=NOC45)C3C2=O)cc1OC (stereo not drawn) | 5 | 1.1 | 0 | 6 | 5 | -2 | -4 | -9 | 5
CCCCC(=O)OCCNC(=O)c1cc2ccccc2oc1=O | -7 | 0.7 | 6 | -11 | 10 | 2 | 6 | 32 | 4
COc1nnc(-c2ccc(N3CCCCC3)c(N)c2)c2ccccc12 | 11 | · | -3 | 4 | 0 | -12 | -8 | · | ·
Cc1ccc(C(=O)N2CCN(c3ccc(Cl)cc3)CC2)cc1 | -4 | 0.5 | 2 | -9 | 8 | -13 | 5 | 51* | 2
COC(=O)c1ccc(/C=N/n2cnnc2)cc1 | -15 | 0.7 | -6 | -29 | 2 | 2 | 13 | 29 | 2
CC(C)CC(/C(O)=C(\C#N)c1nc2ccccc2[nH]1)N1C(=O)c2ccccc2C1=O (stereo not drawn) | -8 | 0.1 | 0 | 0 | 1 | -5 | 5 | 95* | 4
CN(C)/C=C(/C(=O)c1ccc(Cl)cc1)S(=O)(=O)c1ccc(Cl)cc1 | 1 | 1 | 9 | 8 | 4 | -4 | 2 | -4 | ·
Cc1ccccc1Oc1ncnc2oc(-c3ccccc3)cc12 | 0 | 0.9 | -9 | 68* | 16 | -7 | 3 | 12 | ·
O=C1CSC(c2cccs2)N1c1ccccc1 (stereo not drawn) | -35 | 0.8 | -5 | 4 | 2 | -11 | 31 | 21 | 7
O=C(CSc1nnc(CNc2ccccc2)o1)c1ccc2c(c1)OCCO2 | -35 | 1 | 6 | 1 | 5 | -11 | 36 | 1 | 2
O=C1C2C3C=CC(C3)C2C(=O)N1c1n[nH]c(-c2cccnc2)n1 (stereo not drawn) | 14 | 1 | 0 | 29 | 7 | -14 | -12 | 4 | 6
COc1cccc(-n2cc3c(c2-c2ccccc2)c(=O)n(C)c(=O)n3C)c1 | -2 | 0.4 | 2 | -9 | 3 | 1 | -2 | 65* | 3
CC(C)CCN1CC(C(=O)N2CCN(c3ccc(F)cc3)CC2)CC1=O (stereo not drawn) | 8 | 1 | -13 | 22 | -3 | -13 | -9 | -1 | 7
CCC(NC(=O)c1ccccc1NC(=O)c1ccc(C)cc1)C(=O)O (stereo not drawn) | -5 | 1.1 | -11 | -8 | 9 | -5 | 6 | -12 | 2
O=C1c2ccccc2C(=O)N1CCN1CCc2ccccc21 | -2 | 0.8 | -2 | 6 | 2 | -3 | 0 | 18 | 5
CC(C)(C)C1CCC(=NNc2ncc(C(F)(F)F)cc2Cl)CC1 (stereo not drawn) | -6 | 0.8 | 4 | -8 | 11 | -10 | 6 | 19 | ·
Cc1cc(Nc2ccc(C(=O)O)cc2)n2nc(C)nc2n1 | -7 | 0.9 | -6 | 22 | 4 | -6 | 6 | 5 | 8
O=C(Nc1ccccc1F)c1cc(S(=O)(=O)N2CCCCC2)cs1 | 3 | 0.2 | -1 | 14 | 5 | -3 | -4 | 76* | -1
CCC(C)(C)NC(=O)c1ccc2c(c1)N(CC(=O)OC)C(=O)C(C)(C)O2 | -1 | 0.9 | -7 | -49 | 6 | -9 | 0 | 13 | 2
COc1ccc(N2C(=O)CC(n3cnc4ccccc43)C2=O)cc1 (stereo not drawn) | 11 | 1 | -1 | -5 | 9 | -1 | -9 | -2 | -3
COc1cccc(S(=O)(=O)Nc2cccc(C(=O)N3CCOCC3)c2)c1 | -10 | · | 2 | 6 | 0 | -14 | 9 | · | 9
O=C(NCCc1ccccc1)c1cccnc1 | -16 | 1 | 3 | 4 | 12 | 2 | 13 | -5 | 5
Cn1c(NC(=O)c2ccccc2NC(=O)C(C)(C)C)nc2ccccc21 | 2 | 0.9 | 1 | 8 | 22 | -7 | -3 | 8 | 5
CCOC(=O)N1CCN(c2c(N3CCN(c4cccc(C(F)(F)F)c4)CC3)c(=O)c2=O)CC1 | -5 | 1 | -7 | -3 | -1 | -8 | 5 | -2 | -4
COc1cccc(C(=O)N(Cc2ccccc2)Cc2cc3cc4c(cc3[nH]c2=O)OCCO4)c1 | 6 | 0.9 | -1 | -17 | 4 | -7 | -2 | 12 | 0
Cn1cnnc1SC(C(=O)Nc1cccc(C(F)(F)F)c1)c1ccccc1 (stereo not drawn) | 5 | 0.3 | 2 | 2 | 17 | -37 | -3 | 73* | 3
O=S(=O)(Nc1ccc(O)cc1)c1cccc2cccnc12 | -8 | 1.4 | -3 | 23 | 3 | -9 | 5 | -38 | 6
CCCC(=O)Nc1cccc(-c2nc3ccccc3o2)c1 | -7 | 0.7 | -5 | -19 | 9 | -6 | 4 | 26 | 5
O=C(CC1SC2=NCCN2C1=O)Nc1ccc(Cl)cc1 (stereo not drawn) | 1 | 0.8 | 6 | 12 | 8 | -11 | -2 | 16 | 3
COc1nc(Nc2ccc(OC)c(Cl)c2)nc(OC)n1 | -2 | 0.7 | -3 | 19 | 1 | -8 | -3 | 31 | 3
COc1ccc(N2C(=O)C3C4C=CC(CC4)C3C2=O)c([N+](=O)[O-])c1 (stereo not drawn) | -8 | 1.2 | -7 | -43 | 2 | -7 | 12 | -23 | ·
CCC(c1nnnn1Cc1ccc(F)cc1)N1CCN(C2CCCCC2)CC1 (stereo not drawn) | 5 | 0.9 | -2 | 3 | -2 | 0 | -4 | 14 | 9
CC(C)(C)c1cc(NC(=O)COc2ccc(Br)cc2)n(-c2ccccc2)n1 | -4 | 1.1 | 5 | 16 | 10 | -10 | 1 | -8 | ·
O=C(NC(=S)Nc1ccc2[nH]ncc2c1)c1ccccc1 | -2 | 0 | 2 | -18 | 6 | 24 | -1 | 95* | ·
CCOC(=O)CSc1ncnc2c1cnn2-c1ccc(C)cc1 | 2 | 0.9 | -9 | -30 | -1 | -11 | 1 | 10 | 6
O=c1cc(CSc2nc3ccccc3[nH]2)c2ccccc2[nH]1 | -1 | 0.6 | -3 | 5 | -1 | -2 | 3 | 38 | 6

Ordered by count of non-hydrogen atoms (low to high): some entries from above
SMILES | LYP inh 2 | CYP2C9 activ | EphB4 ephrin blk | Plk1 PBD FP | HIV Rev-RRE inh | PLK1 inh | LYP act | CYP2C9 inhib | Calb biofilm kill
Cc1cc(Nc2ccc(C(=O)O)cc2)n2nc(C)nc2n1 | -7 | 0.9 | -6 | 22 | 4 | -6 | 6 | 5 | 8
O=C(Nc1ccccc1F)c1cc(S(=O)(=O)N2CCCCC2)cs1 | 3 | 0.2 | -1 | 14 | 5 | -3 | -4 | 76* | -1
COc1cccc(S(=O)(=O)Nc2cccc(C(=O)N3CCOCC3)c2)c1 | -10 | · | 2 | 6 | 0 | -14 | 9 | · | 9

The list goes on:
SMILES | LYP inh 2 | CYP2C9 activ | EphB4 ephrin blk | Plk1 PBD FP | HIV Rev-RRE inh | PLK1 inh | LYP act | CYP2C9 inhib | Calb biofilm kill
Cc1ccc(-n2ncc3c(=O)n(CC(=O)NC4CCCCC4)cnc32)cc1C | 0 | 1.4 | -4 | -4 | 6 | -20 | 3 | -42 | 1
Cc1ccc(Cn2cccc(NC(=O)NCc3ccccc3)c2=O)cc1 | 0 | 1 | -9 | 27 | -3 | -3 | 2 | 5 | ·
CCN(CC)CCCn1c(C)cc2c(c1=O)C(c1cc(OC)c(OC)cc1OC)C(C#N)=C(N)O2 (stereo not drawn) | 9 | 1 | 11 | 19 | 4 | -7 | -10 | -5 | 0
COc1cccc(N2C(N)=NC(N)=NC2(C)C)c1 | -3 | 0.9 | 1 | -2 | 3 | -4 | 1 | 12 | 2
CCOc1ccc(-c2nnc(SCc3nnc(-c4ccccc4)o3)n2-c2ccccc2F)cc1 | 0 | 0.9 | 1 | 20 | 12 | -10 | -2 | 6 | 11
O=C(O)c1ccc(NS(=O)(=O)c2cccc3cccnc23)cc1 | 3 | 1.3 | -7 | -2 | 3 | -5 | -4 | -26 | -4
Cc1cc(SCC(=O)NC(=O)NCc2ccco2)nc2ccccc12 | -5 | 1.4 | -1 | 15 | 5 | -6 | 2 | -38 | 10
O=C(NC1CCCCC1)N1CCC(n2c(=O)[nH]c3ccccc32)CC1 | -13 | 1.2 | · | -20 | · | -6 | 11 | -16 | 7
CC(C)NC(=O)NC(=O)CSc1nnc(COc2ccccc2F)n1C(C)C1CC2CCC1C2 (stereo not drawn) | 20 | 0.6 | 5 | -8 | -4 | -8 | -18 | 42 | 3
COc1ccc(/C(=N/O)C(C)(C)NO)cc1 | 9 | 1 | -2 | -9 | 5 | -8 | -10 | 4 | 7
COC(=O)c1sccc1NC(=O)c1cc2c(s1)CCCC2 | 1 | 0.4 | 3 | -10 | 16 | -6 | 0 | 61* | 1
CC1CCCCC1NC(=O)Cn1c(CN2CCCCC2)nc2ccccc2c1=O (stereo not drawn) | -3 | 0.9 | 3 | -34 | 11 | -12 | 7 | 6 | 8
COc1cc(F)ccc1S(=O)(=O)N1CCN(C23CC4CC(CC(C4)C2)C3)CC1 | 8 | 1.1 | -5 | 1 | -1 | -1 | -11 | -7 | 2
ONC(=Nc1ccccc1)c1ccccc1Cl | 9 | 1 | 0 | 11 | 2 | -8 | -5 | 2 | ·
COc1ccccc1C1SCCN1S(C)(=O)=O (stereo not drawn) | 6 | 1.3 | 0 | 4 | 9 | 2 | -10 | -28 | 4
CCOC(=O)C1C(=O)CC(C)(O)C(C(=O)OCC)C1c1ccccc1 (stereo not drawn) | -6 | · | 5 | 3 | 5 | -7 | 7 | · | 6
CN(C)CCN1C(=O)C(=O)/C(=C(/O)c2ccc(F)cc2)C1c1ccccc1 (stereo not drawn) | -1 | 0.9 | -7 | 12 | 5 | -9 | 0 | 7 | 1
COc1ccc(C2N=C(N)N=C(N)N2c2ccccc2)cc1OC (stereo not drawn) | -6 | 1.1 | 10 | -12 | 0 | -9 | 3 | -7 | 11
CNc1nc(C)cc(C)c1S(=O)(=O)c1ccc(Cl)cc1 | -12 | 1.4 | -7 | -11 | 2 | 1 | 16 | -42 | ·
Cc1csc2nc3ccccc3c(=O)n12 | -16 | 0.8 | -41 | -13 | 10 | -12 | 17 | 21 | 7
CCn1c2ccccc2c2cc(/C(C)=N/O)ccc21 | 5 | 0.5 | -3 | 20 | 13 | 1 | -1 | 50 | ·
c1ccc2c3c([nH]c2c1)-c1[nH]ncc1CC3 | 6 | 0.3 | -1 | 24 | 2 | -17 | -7 | 67* | 2
